Compound activity: PubChem, National Center for Advancing Translational Sciences (NCATS)
PGK inhibitor = T. brucei PGK inhibition | P07378 | 380,000 compounds, 0.043% hits | PGK/GAPDH coupled, Kinase-Glo luminescence, 60 min | Potency, µM (highest dose often 57.5 µM), without a hit: at the top dose activity change, negative = inhibition, most hits filed as inhibitors | AID 602233; note: potency is the fitted concentration of half-maximal effect; % is set by controls: 0 for no effect and ±100 for the full control effect; nearly all actives have a fitted effect of over 60% in size
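Luminescent ATP detection (Kinase-Glo Plus) follows a 60-minute room-temperature incubation, with wells lacking PGK as controls. Buffer: 100 mM TEA (pH 7.6), 5 mM MgCl2, 0.01% Tween-20. Coupling enzyme GAPDH (100 nM final) supplies unstable 1,3-BPG in-well.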
BAZ2B inh = blocks human BAZ2B; Q9UIF8; AlphaScreen BAZ2B-H3K14Ac peptide displacement; Potency, µM (highest dose often 114 µM), inactives show at the highest dose activity change, negative = inhibition, most hits filed as inhibitors; 360,000 compounds, 4.4% hits; AID 504333; note: potency is the fitted concentration of half-maximal effect; % is set by controls: 0 for no effect and ±100 for the full control effect; nearly all actives have a fitted effect of over 60% in size
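In this displacement format the biotinylated H3(5-23) peptide acetylated at Lys14 serves as ligand at 50 nM, with BAZ2B at 50 nM in PBS pH 7.4 containing 0.01% Tween-20. Donor and acceptor beads are 10 ug/mL final.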
Pin1 inh = human Pin1 inhibition; Q13526; Pin1 FP peptide displacement, HiFluor488, 10 min; Potency, µM (highest dose often 115 µM), inactives show top-dose activity, negative = inhibition, most hits filed as inhibitors; 390,000 compounds, 0.009% hits; AID 504891; active = well fitted inhibition curve with a large enough effect in the polarisation, with a control signal flat, not every such curve was filed as active; inconclusive = small, poorly fitted or top-dose-only effect, or effect the other way, or a change in a side signal; inactive = no such curve, though single readings can be large or run the other way; the % refers to the polarisation; note: potency is the fitted concentration of half-maximal effect; % is set by controls: 0 for no effect and ±100 for the full control effect
Target sequence (Q13526 whole entry, looked up): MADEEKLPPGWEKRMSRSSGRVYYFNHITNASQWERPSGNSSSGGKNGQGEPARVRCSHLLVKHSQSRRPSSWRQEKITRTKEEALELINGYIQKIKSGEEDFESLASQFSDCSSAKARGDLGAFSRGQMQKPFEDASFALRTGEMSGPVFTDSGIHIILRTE
HP1b chromo inh = HP1-beta chromodomain-methylated histone interaction inhibition. P83916. 390,000 compounds, 0.56% hits. AID 540317. AlphaScreen HP1-beta / biotin-H3K9me3 peptide binding. Potency, µM (titrated, usually from 114 µM), for inactives: at the top dose activity change, negative = inhibition, most hits filed as inhibitors; note: potency is the fitted concentration of half-maximal effect; nearly all actives have a fitted effect of over 70% in size; inactives centre near 23
Target sequence (P83916 whole entry, looked up): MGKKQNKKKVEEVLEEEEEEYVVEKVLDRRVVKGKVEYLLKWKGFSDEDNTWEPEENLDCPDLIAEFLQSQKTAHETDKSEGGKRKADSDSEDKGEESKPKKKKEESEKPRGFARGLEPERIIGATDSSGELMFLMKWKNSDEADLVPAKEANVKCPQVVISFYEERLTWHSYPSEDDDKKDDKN
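HP1-beta protein (50 nM final) preincubated 30 min at room temperature with biotinylated H3(1-18)K9me3 peptide (50 nM) in PBS pH 7.4, 0.01% Tween-20, then compound added for 30 min. AlphaScreen streptavidin donor/nickel chelate acceptor beads (10 ug/mL final), 30 min dark, luminescence read.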
G9a inh = blocks human histone lysine methyltransferase G9a; AID 504332; Q96KQ7; Potency, µM (top dose mostly 102 µM), for the others: at the highest dose activity, negative = inhibition, hits mostly inhibitors; G9a H3K9 monomethylation, AlphaScreen, 2 h; 350,000 compounds, 8.8% hits; note: potency is the fitted concentration of half-maximal effect; % is set by controls: 0 for no effect and ±100 for the full control effect; nearly all actives have a fitted effect of over 75% in size
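G9a (20 nM) was preincubated 15 min with compound, then reacted 2 h at room temperature with 500 nM biotin-H3K9 peptide and 20 µM SAM. Monomethyl-H3K9 detected by AlphaScreen using anti-H3K9me1 antibody.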
GLS inh = glutaminase GLS (human) inhibition | Potency, µM (titrated, usually from 45.5 µM), for the others: at the highest dose activity change, negative = inhibition, usual class: inhibitors | GLS enzymatic activity, qHTS titration | 410,000 compounds, 0.21% hits | AID 624170; note: potency is the fitted concentration of half-maximal effect; % is set by controls: 0 for no effect and ±100 for the full control effect
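Human kidney-isoform GLS in 45 mM KH2PO4 pH 8.2, 0.02% Tween-20, with compound, started with 1mM L-Glutamine (added stock). Glutamate oxidase/HRP/Amplex red coupled fluorescence read at start and after 30 min at RT.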
JMJD2A Tudor inh = JMJD2A Tudor domain (human) inhibition; AlphaScreen JMJD2A-Tudor / H3K4me3 peptide binding; Potency, µM (highest dose often 114 µM), for the others: at the top dose activity change, negative = inhibition, most hits filed as inhibitors; 390,000 compounds, 4.4% hits; AID 504339; note: potency is the fitted concentration of half-maximal effect; % is set by controls: 0 for no effect and ±100 for the full control effect; nearly all actives have a fitted effect of over 50% in size
PI4K2A block = inhibitors of human PI4K2A. activity change, negative = inhibition, % at 76.9 µM. 420,000 compounds, 0.13% hits. purified PI4K2A, ADP-Glo luminescence, 1 h; hits give low values. Q9BTU6; in the data active = activity change below about -50%; inconclusive = mostly about -30% to -49%;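 note: -100% = wells without enzyme as full effect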
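PI4K2A activity was measured by ADP-Glo luminescence: enzyme (4 ug/mL stock) and phosphatidylinositol (1.2 mM stock) in Tris pH 7.5/MgCl2/EGTA/Triton X-100 buffer were reacted with ATP (300 microM stock) for one hour at ambient temperature.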
ERG-DNA inh = ERG Ets/DNA interaction inhibition | P11308 | fluorescence polarization, His-ERG Ets domain / labelled DNA | Potency, µM (top dose mostly 76.9 µM), for inactives: at the top dose FP activity, negative = inhibition, usual class: inhibitors | 370,000 compounds, 0.028% hits | AID 624246; active = well fitted inhibition curve with a large enough effect in the polarisation, with a control signal flat; inconclusive = small, poorly fitted or top-dose-only effect, or effect the other way, or a change in a side signal; inactive = no such curve, though single readings can be large or run the other way; the % refers to the polarisation;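 note: polarization taken with two DNA probes labelled with fluorescein and Texas red; potency is the fitted concentration of half-maximal effect; % of control where 0% means no effect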
Target sequence (P11308 whole entry, looked up, the tested form may be a part): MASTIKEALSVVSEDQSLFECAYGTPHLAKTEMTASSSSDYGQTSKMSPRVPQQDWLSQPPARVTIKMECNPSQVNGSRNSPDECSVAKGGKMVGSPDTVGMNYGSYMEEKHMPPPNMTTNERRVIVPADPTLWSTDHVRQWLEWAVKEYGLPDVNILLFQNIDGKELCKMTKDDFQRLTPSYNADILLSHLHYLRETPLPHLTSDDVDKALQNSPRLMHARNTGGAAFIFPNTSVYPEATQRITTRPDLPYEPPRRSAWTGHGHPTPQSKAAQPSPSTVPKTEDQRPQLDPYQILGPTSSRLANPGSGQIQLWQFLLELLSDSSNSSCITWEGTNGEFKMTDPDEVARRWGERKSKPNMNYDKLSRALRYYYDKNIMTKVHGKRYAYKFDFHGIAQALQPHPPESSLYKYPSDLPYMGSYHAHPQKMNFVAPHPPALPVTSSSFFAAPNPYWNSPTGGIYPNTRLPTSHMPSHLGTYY
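His-tagged ERG Ets domain (1 uM in the protein solution; 300mM KCl, 50mM Tris-HCl, 1mM EDTA, 1mM DTT, pH 7.5) received compound, then a probe mix of 5 nM fluorescein-DNA and 100nM Texas-615-DNA. Fluorescence polarization was read for both dyes.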
The depositor's hits bear a star; i = inactive; ? = inconclusive; / = no result given; & = joins results of further samples; [ ] = dose if it differs, or a comment. Unless noted, calls come from the whole dose curve; as a rule, active = well fitted curve in the direction sought with a large enough effect; inconclusive = small, poorly fitted or top-dose-only effect, or another doubt; inactive = no such curve, though single readings can be large; an effect the other way counts as inactive or inconclusive.

Values in the order – PGK inhibitor	BAZ2B inh	Pin1 inh	HP1b chromo inh	G9a inh	GLS inh	JMJD2A Tudor inh	PI4K2A block	ERG-DNA inh
- COc1c(/C=N/NC(=O)c2ccccc2O)c(CCN(C)C(C)=O)cc2c1OCO2
→ -6%	-9%	2%	21%	42%[59 µM]	1%	0%	2	-3%
- CCOc1cccc(C2CC(=O)Nc3cc(OC)c(OC)cc32)c1 (centres undefined)
→ 7%	?	4%	49%[activator]	-2%[59 µM]	3%	-19%	0	5%
- COc1ccc(C2=CC(c3c(C)nn(-c4ccccc4)c3Cl)n3nnnc3N2)cc1OC (centres undefined)
→ -2%	-25%	?	4%	45µM*	5%	?	7	2%
- Cc1cc(Cl)nc(SCC(=O)c2ccccc2)n1
→ 2%	2%	-6%	85%[activator]	44%	14%	28%	-1	-5%
- Cc1nnc(N2CCC(C(=O)N3CCCCCC3)CC2)c2nn(-c3ccc(Cl)cc3)c(C)c12
→ i	-19%	5%	26%	14%	?	-26%	-20	0%
- CC(/C=N/NC(=O)c1cc(-c2ccc(C)o2)[nH]n1)=C\c1ccccc1
→ /	10%	6%	39%[activator]	-27%	-1%	-18%	-5	-9%
- CCOc1cc(C2CC(=O)N3CN(C4CCCCC4)CSC3=C2C#N)ccc1O (centres undefined)
→ 1%	-25%	?	?	2.2µM*	14%	79µM*	-9	8%
- COc1ccc(CC(NC(C)=O)C(=O)NC2CCN(C(=O)c3cccc(Cl)c3)CC2)cc1OC (centres undefined)
→ i	3%	-1%	15%	-8%	1%	-3%	-1	-2%
- O=C(O)C1CCCN1c1ncnc2ccccc12 (centres undefined)
→ -2%	-39%	2%	-19%	?	6%	?	2	/
- O=C(CCNC(=O)N1CC(=O)Nc2ccccc21)Nc1ccc(Cl)cc1
→ -1%	-2%[57.1 µM]	2%	37%	2%	8%	-4%	2	-14%
- Cc1ccc(-n2c(SCc3ccc(C(=O)O)cc3)nnc2-c2ccncc2)cc1
→ -8%	0%	-7%	14%	/	-2%	-2%	-4	-8%
- CCOC(=O)c1c(NC(C)=O)c2c3c(sc2n1Cc1ccc(Cl)cc1)CCCC3
→ /	-3%	-1%	26%	5%[59 µM]	-4%	-17%	2	0%
- CC(C)Cn1c(SCC(=O)N(C)C2CCS(=O)(=O)C2)nc2cc(Cl)ccc2c1=O (centres undefined)
→ 7%	6%	1%	16%	-29%	9%	-14%	1	-5%
- CCn1cc(C(=O)N2CCN(c3ccccc3)CC2)c(=O)c2cc(S(=O)(=O)N(C)C)ccc21
→ -10%	/	-7%	40%[activator]	15%[59 µM]	5%	-7%	6	-11%
- COc1ccc(C(=O)N/C(=C\c2cn(C)c3ccccc23)C(=O)NCCCN2CCOCC2)cc1OC
→ 6%	-1%	-4%	54%[activator]	1%[12.7 µM]	-2%	-6%	-9	1%
- C[C@H](CO)N1C[C@H](C)[C@@H](CN(C)C(=O)NC2CCCCC2)Oc2c(NS(=O)(=O)c3ccccc3)cccc2C1=O
→ i	/	-1%	86%[activator]	/	0%	-1%	-1	-14%
- O=C1c2cccnc2C(Nc2ccc(Cl)cc2)N1Cc1cccs1 (centres undefined)
→ -17%	-5%	?	1%	-31%	-6%	-30%	-5	3%
- CCCC(=O)Nc1cc(S(=O)(=O)N2CCCCC2)ccc1N1CCOCC1
→ i	9%	-4%	34%	25%[12.7 µM]	0%	-10%	-2	-7%
- CC(C)c1ccccc1NC(=O)COC(=O)c1cc([N+](=O)[O-])ccc1N1CCOCC1
→ -1%	-5%	2%	-17%	-47%	-10%	-28%	-7	0%
- Cn1nnc2cc(C(=O)NC(C)(C)C)ccc21
→ i	-1%	-5%	51%[activator]	-1%	-13%	-1%	5	4%

Some values from the results shown:
BAZ2B inh result of Cc1cc(Cl)nc(SCC(=O)c2ccccc2)n1 reads 2%
ERG-DNA inh result of Cn1nnc2cc(C(=O)NC(C)(C)C)ccc21 reads 4%

More results follow:
Values in the order – PGK inhibitor	BAZ2B inh	Pin1 inh	HP1b chromo inh	G9a inh	GLS inh	JMJD2A Tudor inh	PI4K2A block	ERG-DNA inh
- O=C(NC1CCN(c2ncccn2)CC1)c1ccccc1Cl
→ -10%	-2%	0%	39%	-8%	0%	-2%	-6	-6%
- Cc1ccc(S(=O)(=O)N2CCCCC2C(=O)Nc2ccc(N(C)C)cc2)cc1 (centres undefined)
→ -9%	/	-2%	?	/	4%	50µM*	-1	-20%
- Cc1cccc(N(C(=O)C(F)(F)F)C(C(=O)NC2CCCCC2)c2cccs2)c1 (centres undefined)
→ i	-9%	-9%	24%	-12%	-3%	4%	-1	0%
- COc1cc(OC)c(NS(=O)(=O)c2cc(C(=O)OC(C)C(=O)NC3CC3)c(Cl)cc2Cl)cc1Cl (centres undefined)
→ -1%	-19%	4%	23%	?	4%	-17%	-3	4%
- Cc1ccc(N2C(=S)N=C(Nc3ccccc3C)C23CCOC(C)(C)C3)cc1 (centres undefined)
→ i	-4%	-2%	49%[activator]	1%	0%	-14%	2	-3%
- COc1cc(OC)cc(C(=O)NNC(=O)CCNC(=O)c2ccc(Br)cc2)c1
→ -3%	/	-1%	28%	/	8%	11%	-7	9%
- O=C(Nc1nc2c(s1)CCCC2)Oc1ccccc1
→ -1%	-34%	-6%	13%	-10%[59 µM]	3%	-4%	12	7%
- CCN(Cc1ccccc1)C(=O)C(=O)c1cn(CC(=O)N2CCCC2)c2ccccc12
→ 9%	-7%	3%	16%	7%	13%	-10%	-2	0%
- Cc1cc(C)nc(/N=C(\N)C2=C(O)CC(C)(C)CC2=O)n1
→ 4%	-26%	-3%	22%	-5%	5%	-6%	-3	3%
- COc1ccc(N(CC(=O)NCCSc2ccccn2)S(=O)(=O)c2ccc(C)cc2)cc1OC
→ -10%	1%	3%	-2%	-10%	0%	-18%	-7	1%
- CCOc1ccc(NC(=O)C2CCCN2C(=O)OCc2ccccc2)cc1 (centres undefined)
→ i	5%	2%	34%	27%	-13%	7%	-1	12%
- COc1ccc(N(CC(=O)Nc2ccc(C(N)=O)cc2)S(=O)(=O)c2ccc(C)c([N+](=O)[O-])c2)cc1
→ -4%	-15%	2%	16%	?	12%	-7%[11.4 µM]	2	3%
- CN1CCN(C(=O)/C(=C/c2ccco2)NC(=O)c2ccccc2)CC1
→ -1%	3%	-9%	-26%	-22%	2%	-15%	5	3%
- COc1ccc2cc(CN(Cc3cccnc3)Cc3nnnn3Cc3ccccc3)c(=O)[nH]c2c1
→ -7%	-1%	12%	17%	2%	-2%	-8%	-3	/
- N#CC(C(=O)Nc1ccc(Cl)c(Cl)c1)=C1Nc2ccccc2N1
→ -3%	-3%	2%	11%	17%	7%	-20%	-13	-2%
- Clc1ccc(CN2CCN(c3ncccn3)CC2)c(Cl)c1
→ -7%	?	4%	?	/	-1%	18µM*	-5	-1%
- O=C(O)c1cc2c([nH]c1=O)CCCC2
→ 3%	-35%	-6%	36%[activator]	?	-1%	?	1	-22%
- CCOC(=O)c1[nH]c(C)c(C(=O)NC2CCCCC2)c1C
→ 5%	10%	0%	43%[activator]	79µM*	-1%	-10%	-3	4%
- CCN1CCN(C(=O)C2COc3ccccc3O2)CC1 (centres undefined)
→ 4%	-12%	11%	29%	?	8%	-8%	-1	7%
- O=C(/C=C/c1ccc2c(c1)OCO2)N1CCOCC1
→ -3%	5%	-18%	39%[activator]	-12%	-1%	5%	-1	0%
- CC(C)(C)NC(=O)CN(C(=O)CS(=O)CC(=O)Nc1ccc(F)cc1)c1ccc(Cl)cc1 (centres undefined)
→ -9%	0%	1%	22%	-26%[59 µM]	-1%	-8%	5	-3%
- CCC(CC)NC(=O)COc1ccc(OC)cc1C=O
→ -9%	2%	-1%	42%[activator]	14%	0%	-19%[57.1 µM]	-8	-20%
- CCOC(=O)N1CCC(NC(=O)C2CCCN(S(=O)(=O)c3cccnc3)C2)CC1 (centres undefined)
→ 7%	-2%	-10%	31%	16%	-2%	-3%	1	-1%
- CCOC(=O)c1cnc2ccc(C)cc2c1NCCO
→ -4%	6%	1%	28%	7%[59 µM]	4%	-11%	-8	1%
- COc1ccc(Br)cc1CNc1ccc2[nH]c(=O)[nH]c2c1
→ -1%	40µM*	2%	?	?	10%	50µM*	-2	1%
- O=C(O)CSCC(=O)N1CCCN(c2ccc(C(F)(F)F)cn2)CC1
→ -5%	-3%	-3%	32%	0%	3%	-14%	0	-1%
- CCN(c1ccccc1)S(=O)(=O)c1nnc(NC(=O)c2ccccc2OC)s1
→ 8%	1%&-2%	?	45%&24%[activator]	-3%[59 µM]	1%&9%	-17%&-2%	-6&-2	2%&-1%
- CCOc1ccc(N2CC(NS(=O)(=O)c3cccnc3)CC2=O)cc1 (centres undefined)
→ -5%	4%	1%	16%	-11%	-6%	-12%	2	-4%
- O=C(Cn1c(=O)oc2cc(S(=O)(=O)NCc3ccccc3)ccc21)N1CCCC1
→ -4%	-2%	4%	18%	31%	-6%	1%	0	-6%
- C/C(=N\NC(=O)CCC(=O)NCc1ccccc1)c1ccc([N+](=O)[O-])cc1
→ 4%	/	-11%	42%[activator]	/	0%	-8%	-1	-5%
- COc1cccc(-c2ncc3ccccc3c2COC(=O)c2ccccc2C(=O)O)c1
→ 8%	-8%	-8%	24%	7%[0.501 µM]	9%	-23%	1	-1%
